Fam108B counter: blocks mouse Fam108B hydrolase in RBBP9 counter-screen | recombinant Fam108B, FP-Rh probe fluorescence polarization | inhibition, % at 9.51 µM | actives 0.33% (n = 300,000) | AID 1947;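 active means inhibition above the screen mean inhibition plus 3 SD, computed separately per campaign, cut at about 18% in these data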;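 further: inhibitors lower polarization as less probe binds the enzyme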
Efflux pump mplx: blocks antifungal efflux pumps in multiplex yeast assay; S. cerevisiae Candida pump triplex, Nile Red efflux; inhibition, % at 10 µM; actives 0.44% (n = 330,000); AID 485275;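 active means plate passing quality check with inhibition over a set limit, or well fluorescence over plate mean plus 4 SD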;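 further: Nile Red retained in pooled yeast measured as flow cytometry median fluorescence; 0% = buffer negative control and 100% = Enniatin B positive control; higher means more Nile Red kept so more efflux inhibition; some compounds called inactive have numbers as strong as hits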
GLD-1 TGE inh: GLD-1-TGE RNA interaction inhibition (C. elegans); Q17339; purified GLD-1 + fluorescein TGE RNA, fluorescence polarization; inhibition, % at 5.96 µM; actives 0.44% (n = 320,000); AID 2280;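 active means percent inhibition above a per-plate cutoff, the plate mean of test compounds plus 3 SD, cut at about 30% in these data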;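 further: 0% = DMSO wells with GLD-1 and probe and 100% = wells lacking GLD-1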
MEX-5 binding: C. elegans MEX-5 TCR-2 RNA binding activity; activity score (negative = inhibition of binding), % at 10 µM; AID 1832; actives 0.38% (n = 300,000); MEX-5/FITC-TCR2 RNA binding, fluorescence polarization; stronger effect = lower value; Q9XUB2;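 active means inhibition past about -25% in most replicates, and total fluorescence under double the plate's negative control median, limit read from the data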;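 further: 0% = DMSO and -100% = 5 µM competing unlabeled TCR2 RNA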
Target sequence (Q9XUB2 whole entry, looked up): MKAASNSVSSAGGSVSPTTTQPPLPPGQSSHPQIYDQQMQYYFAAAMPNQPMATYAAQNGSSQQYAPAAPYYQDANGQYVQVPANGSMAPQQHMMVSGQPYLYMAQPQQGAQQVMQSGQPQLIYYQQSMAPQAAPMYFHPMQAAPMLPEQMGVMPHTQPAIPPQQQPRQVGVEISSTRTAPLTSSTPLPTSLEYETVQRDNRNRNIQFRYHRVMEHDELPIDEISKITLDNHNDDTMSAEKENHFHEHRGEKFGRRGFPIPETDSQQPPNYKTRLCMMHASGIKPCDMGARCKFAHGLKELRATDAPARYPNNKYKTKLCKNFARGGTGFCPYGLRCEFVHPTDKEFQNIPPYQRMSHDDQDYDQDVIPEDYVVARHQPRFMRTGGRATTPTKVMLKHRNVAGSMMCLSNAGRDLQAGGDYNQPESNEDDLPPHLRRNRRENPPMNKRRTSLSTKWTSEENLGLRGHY
BCLXL inh: blocks human Bcl-xL binding to Bim BH3 peptide | AID 2129 | actives 0.7% (n = 320,000) | GST-Bcl-xL / FITC-Bim BH3 peptide fluorescence polarization | Q07817 | inhibition, % at 10.9 µM;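 active means inhibition above the mean of all tested compounds plus 3 SD, cutoff set per campaign, cut at about 30% in these data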;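 further: 0% = DMSO wells and 100% = unlabeled Bim-BH3 peptide competitor; inhibitors lower millipolarization by displacing the labeled peptide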
MCL1 BIM primary: MCL1-BIM-BH3 interaction inhibition (human); Q07820; GST-MCL1 / FITC-Bim-BH3 fluorescence polarization; inhibition, % at 10.9 µM; actives 0.68% (n = 320,000); AID 2057;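 active means inhibition above the mean inhibition of all tested compounds plus 3 SD, set per campaign, cut at about 40% in these data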;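 further: 0% = DMSO wells and 100% = unlabeled Bim-BH3 peptide control; higher means more loss of mP so more displacement of Bim peptide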
Target sequence (Q07820 whole entry, looked up): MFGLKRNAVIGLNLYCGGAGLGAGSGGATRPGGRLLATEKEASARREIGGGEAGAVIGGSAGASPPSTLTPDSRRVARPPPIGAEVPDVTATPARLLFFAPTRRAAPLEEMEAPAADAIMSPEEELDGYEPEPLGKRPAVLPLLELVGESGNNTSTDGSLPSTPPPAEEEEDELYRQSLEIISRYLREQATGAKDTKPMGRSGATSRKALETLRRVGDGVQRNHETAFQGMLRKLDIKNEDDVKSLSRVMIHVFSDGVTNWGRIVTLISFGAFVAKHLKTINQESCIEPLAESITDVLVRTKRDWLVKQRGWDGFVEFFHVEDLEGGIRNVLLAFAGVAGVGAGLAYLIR
Yeast superoxide: yeast age-related superoxide inhibition as caloric restriction mimetic | S. cerevisiae aged cells, superoxide DHE fluorescence; stronger effect = lower value | superoxide response (% of plate mean), % at 10 µM | actives 0.18% (n = 330,000) | AID 2690;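 active means superoxide response under a set limit, about three screen SD below normal, cut at about 65% in these data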;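 further: yeast aged for seven days with compound at 30 °C before DHE staining; 100% = average MFI of all compound-treated wells on the plate with controls excluded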
EBNA-1 inh: blocks EBNA-1 binding to DNA; EBNA-1 DNA binding, fluorescence polarization; inhibition, % at 14.8 µM; actives 0.34% (n = 300,000); AID 1950; in the data active means inhibition above about 28%
ZTA counter: ZTA (EBV) inhibition in EBNA-1 counter-screen | inhibition, % at 11 µM | actives 0.15% (n = 320,000) | AID 2234 | ZTA-DNA binding, fluorescence polarization; in the data active means inhibition above about 33%
Numbers without * were called inactive; i = inactive; . = no result given; & = joins results of further samples.

mol,Fam108B counter,Efflux pump mplx,GLD-1 TGE inh,MEX-5 binding,BCLXL inh,MCL1 BIM primary,Yeast superoxide,EBNA-1 inh,ZTA counter
CCN(CC)C(=O)C(=O)c1cccn1-c1ccc(C#N)cc1,1,-0.1,0,1.0,9,7,102,11,8
COc1ccc(NC(=O)COC(=O)Cc2ccc(Br)cc2)cc1,-1,-0.1,6,2.8,3,5,108,7,-5
C(=N\n1cnnc1)/c1cccnc1,-9,-0.1,4,2.7,8,9,103,4,12
c1ccc(CSc2nnc3c(n2)OC(c2ccco2)Nc2ccccc2-3)cc1 (stereo not drawn),5,-0.1,4,-1.2,19,3,110,1,12
C#CCOCCOCCOCCNc1nc(N2CCN(C(=O)[C@H](CCCCN)n3cc(CCCC)nn3)CC2)nc(N2CCN(C(=O)[C@H](Cc3ccc(O)cc3)n3cc(CCO)nn3)CC2)n1,-1,-0.1,-7,-0.6,5,15,111,-11,-5
CN(CC(=O)Nc1cccc(F)c1)C(=O)c1cn2ccccc2n1,.,0.0,7,.,3,2,105,.,7
COC(=O)C(Cc1c[nH]c2ccccc12)NC(=O)c1cc(-c2ccc(OC)c(OC)c2)oc1C (stereo not drawn),12,-0.1,4,3.3,12,-6,90,-6,-3
Cc1ccc(C(=O)CN2C(=O)C(C)Oc3ccccc32)cc1 (stereo not drawn),-3,-0.1,-2,1.7,7,9,85,-2,1
O=C(OC1CCN(c2ncc(C(F)(F)F)cc2Cl)CC1)c1ccc(Cl)cc1,-2,0.0,9,1.4,6,1,105,14,2
CN(C)N=Nc1ccc(S(=O)(=O)NC(Cc2ccccc2)C(=O)O)cc1 (stereo not drawn),2,0.1,0,-1.3,3,7,103,-2,-11
CCOC(=O)C1=C(C)NC2=C(C(=O)c3ccccc32)C1c1ccc(O)cc1 (stereo not drawn),7,-0.2,5,0.9,6,2,109,4,-26
Cc1sc(N)nc1C12CC3CC(CC(C3)C1)C2,2,0.0,-1,-1.4,0,-2,97,-6,-9
CSCC[C@H](NC(=O)Nc1ccc(OC(F)(F)F)cc1)C(=O)O,1,-0.1,2,-2.9,4,1,i,10,10
Cc1ccccc1NC(=O)C(NC1CCCCC1)C(C)C (stereo not drawn),4,0.2,9,0.1,-2,-9,98,1,-8
COc1cccc(-n2c(=O)c3c(C)c(C(=O)N(C)C)sc3n(CC(=O)NCCc3ccc(OC)c(OC)c3)c2=O)c1,0,0.1,4,-0.6,7,6,103,2,0
O=C(Cc1cccs1)NCc1ccc(Cl)cc1Cl,4,-0.1,0,-2.6,4,17,98,-7,-17
Cc1cc(NC(=O)c2cccc([N+](=O)[O-])c2)n(-c2ccccc2)n1,0,0.0,3,1.1,1,3,108,-4,-10
COc1ccc(OC)c(NC(=O)CSc2nnc(CNC(=O)c3ccccc3F)o2)c1,1,0.1,-1,.,6,9,73,5,6
COCCNC(=O)CN1C(=O)COc2ccc(S(=O)(=O)N3CC(C)CC(C)C3)cc21 (stereo not drawn),1,-0.2,-1,0.8,3,1,99,2,3
CC(Sc1nncs1)C(=O)NCc1ccc2c(c1)OCO2 (stereo not drawn),-1,0.0,8,-1.6,0,2,89,2,11
O=C(NCc1n[nH]c(=S)n1-c1ccc(Cl)c(Cl)c1)c1ccc(S(=O)(=O)N2CCOCC2)cc1,3,-0.1,0,-2.5,-19,-16,114,-2,-13
COc1ccc(NC(=S)N(CCCN2CCCC2)Cc2ccco2)cc1,2,-0.1,0,0.7,4,4,98,8,6
Cc1nn(C)cc1CNC(=O)c1cccc(Cl)c1,-3,0.0,3,3.0,4,3,96,-3,-2
N=C1C(c2nc3ccccc3[nH]2)=C(O)CN1NC(=O)c1c[nH]c2ccccc12,-1,0.1,-4,-2.3,-2,13,102,0,-2
CCCCC(C)n1[nH]c(=O)cc1N (stereo not drawn),0,0.0,6,-3.7,3,7,96,3,15
O=S(=O)(c1ccccc1)N1CCC2(CC1)OCCO2,4,0.0,7,1.8,6,2,102,-8,-20
CCOc1ccccc1N1CCN(C(=O)c2cc(C)oc2C)CC1,-1,0.0,1,2.7,-2,0,101,3,7
Cc1cccc(NC(=O)c2ccccc2SCc2ccc(F)cc2)n1,.,0.0,2,.,3,11,120,.,8
COC(=O)c1ccc(COC(=O)c2cccnc2Cl)cc1,-1,0.2,0,-3.2,3,-3,101,-12,-12
Cc1ccccc1OC1=NS(=O)(=O)c2ccccc21,1,0.0,-1,1.4,6,2,100,-4,8
Cc1ccc(Sc2nc3c(c(=O)[nH]c(=O)n3C)n2CCc2ccccc2)cc1,-1,0.0,1,.,-2,2,121,2,3
CN(CC(=O)Nc1ccccc1N1CCOCC1)S(=O)(=O)c1ccc(Cl)cc1,0,0.0,6,0.4,3,2,96,-2,1
CCOC(=O)c1c(C)c(C(=O)NCc2cccs2)c(C)n1CC,-1,0.8,6,0.6,1,4,109,4,2
CCC(C(=O)N1CCN(Cc2ccc3c(c2)OCO3)CC1)n1c(=O)[nH]c2ccccc2c1=O (stereo not drawn),-1,0.1,4,-0.4,4,10,85,-12,-18
Cc1ccccc1Nc1ncc(C#N)c(N)n1,-8,0.2,-2,0.8,2,3,86,-6,11
S=c1[nH]nc(C2CCCCC2)n1/N=C/c1ccccc1Cl,2,0.1,9,0.7,-12,-23,104,-16,-1
COc1ccc(N(CC(=O)NCc2cccnc2)S(=O)(=O)c2ccccc2)c(OC)c1,-1,-0.1,5,-1.2,2,7,100,-1,-2
O=C(Nc1cccc(OC(=O)c2ccc(Br)o2)c1)c1ccccc1,-3,0.9,3,0.8,2,7,101,6,-2
Cc1ccc(C)n1-c1ccc(-c2ccn[nH]2)cc1,-6,0.0,-11,-2.1,-7,-16,105,-10,3
CCOC(=O)c1cn[nH]c1C(F)(F)F,-2,0.1,10,1.2,-4,-5,108,-11,-3
COc1cc(C(=O)Nc2ccc(C)cn2)c([N+](=O)[O-])cc1OC,-4,0.2,1,1.1,-9,-13,132,-5,1
CN(Cc1cccnc1)C(=O)CNC(=O)c1ccc(Cl)cc1Cl,7,-0.1,6,-1.0,6,0,90,2,-6
COCCNC(=O)C(c1ccco1)N(C(=O)Cn1nnc2ccccc21)c1ccccc1C (stereo not drawn),1,-0.1,-7,-0.8,0,6,89,10,23
Cc1cccc(NC(=O)NC2(C)CCS(=O)(=O)C2)c1 (stereo not drawn),8,-0.1,0,-1.6,7,3,95,-12,-6
CC(=O)Nc1ccc(S(=O)(=O)NNC(=O)C2CCCCC2)cc1,-3,-0.1,6,1.8,-2,-6,102,6,-19
Cc1cc(C)[n+]2n1C(=O)C(c1ccccc1)=C2[O-],-1&-6,0.0&0.2,2&4,-3.1&1.5,2&-2,-2&-4,117&110,1&-5,11&4
CCCCNC(=O)Nc1c(C(=O)OC)[nH]c2ccc(C)cc12,3,0.1,-2,0.4,-3,-8,84,-2,-7
CN(CC(=O)Nc1cccc(F)c1)C(=O)c1cccnc1Sc1ccc(Cl)cc1,1,-0.1,12,2.2,4,0,92,-5,-4
Cc1n[nH]c(=O)c2c(NC(=O)CSc3nc4ccccc4c(=O)n3C(C)C)oc(C)c12,5,-0.3,9,-3.0,5,2,82,5,-7
CCOC(=O)c1ccc(NC(=O)c2ccccc2[N+](=O)[O-])cc1,-1,-0.1,2,0.3,0,-3,107,8,10
COc1ccc(-c2csc(NC(=O)CSc3ncn[nH]3)n2)cc1OC,-4,0.1,-6,-6.3,3,2,103,-9,2
O=c1c(Cc2ccc(F)cc2)c(O)ccn1Cc1ccc(F)cc1,2,0.0,11,-0.3,4,-6,83,-2,-11
COc1ccc(/C=C(\NC(=O)c2ccccc2)C(=O)NCCN2CCOCC2)cc1OC,0,-0.3,-1,2.8,-2,3,108,2,3
CCOc1ccccc1N(C(=O)c1snc(C(N)=O)c1N)C(C(=O)NC1CCCC1)c1cccs1 (stereo not drawn),-2,-0.2,4,0.0,-2,-3,98,-2,4
CCc1ccc(N(C(=O)c2snc(C(N)=O)c2N)C(C(=O)NC2CCCC2)c2ccco2)cc1 (stereo not drawn),-2,0.4,8,-0.5,3,-1,114,5,22
CC(C)(CO)CNC(=O)CC1C(=O)NCCN1CC(c1ccccc1)c1ccccc1 (stereo not drawn),-3,0.2,17,2.1,11,10,111,-2,11

Going on with the list:
mol,Fam108B counter,Efflux pump mplx,GLD-1 TGE inh,MEX-5 binding,BCLXL inh,MCL1 BIM primary,Yeast superoxide,EBNA-1 inh,ZTA counter
CCOc1ccc(NC(=O)Cn2nnc(C(=O)NCc3ccc4c(c3)OCO4)c2N)cc1,-3,0.0,-4,-0.4,5,8,85,22,-8
Cc1cccc(C(=O)NC(=S)Nc2cccc3nc(C)ccc23)c1,1,-0.1,6,-1.3,2,1,100,1,8
O=C(CN(Cc1ccccc1)C(=O)CNS(=O)(=O)c1ccc(F)cc1)NCC1CCCO1 (stereo not drawn),1,-0.3,11,2.7,0,0,91,2,-28
O=C(CNCc1cccs1)Nc1ccc(S(=O)(=O)N2CCCCC2)cc1,4,0.2,2,-1.8,4,4,99,-1,13
O=C(NCCS(=O)(=O)N1CCN(c2cccc(Cl)c2)CC1)c1ccc2c(c1)OCO2,2,-0.1,-3,-1.9,7,5,90,4,-2
Cc1ccc(C(=O)Oc2cc(C)[nH]c(=O)c2[N+](=O)[O-])cc1,-2,-0.1,4,-1.2,-1,0,93,-4,22
